EPAC1 agonist: EPAC1 (human) agonism | O95398 | Potency, µM (highest dose often 154 µM), for inactives: top-dose activation, usual class: activators | AID 720707 | EPAC1 agonist qHTS, biochemical assay; response scale: 100% = response to 6.5 mM cAMP | 360,000 tested, 0.073% active; also: potency is read from the fitted curve at half-maximal effect; nearly all actives have a fitted effect of over 60% in size
Target sequence (O95398 whole entry, looked up): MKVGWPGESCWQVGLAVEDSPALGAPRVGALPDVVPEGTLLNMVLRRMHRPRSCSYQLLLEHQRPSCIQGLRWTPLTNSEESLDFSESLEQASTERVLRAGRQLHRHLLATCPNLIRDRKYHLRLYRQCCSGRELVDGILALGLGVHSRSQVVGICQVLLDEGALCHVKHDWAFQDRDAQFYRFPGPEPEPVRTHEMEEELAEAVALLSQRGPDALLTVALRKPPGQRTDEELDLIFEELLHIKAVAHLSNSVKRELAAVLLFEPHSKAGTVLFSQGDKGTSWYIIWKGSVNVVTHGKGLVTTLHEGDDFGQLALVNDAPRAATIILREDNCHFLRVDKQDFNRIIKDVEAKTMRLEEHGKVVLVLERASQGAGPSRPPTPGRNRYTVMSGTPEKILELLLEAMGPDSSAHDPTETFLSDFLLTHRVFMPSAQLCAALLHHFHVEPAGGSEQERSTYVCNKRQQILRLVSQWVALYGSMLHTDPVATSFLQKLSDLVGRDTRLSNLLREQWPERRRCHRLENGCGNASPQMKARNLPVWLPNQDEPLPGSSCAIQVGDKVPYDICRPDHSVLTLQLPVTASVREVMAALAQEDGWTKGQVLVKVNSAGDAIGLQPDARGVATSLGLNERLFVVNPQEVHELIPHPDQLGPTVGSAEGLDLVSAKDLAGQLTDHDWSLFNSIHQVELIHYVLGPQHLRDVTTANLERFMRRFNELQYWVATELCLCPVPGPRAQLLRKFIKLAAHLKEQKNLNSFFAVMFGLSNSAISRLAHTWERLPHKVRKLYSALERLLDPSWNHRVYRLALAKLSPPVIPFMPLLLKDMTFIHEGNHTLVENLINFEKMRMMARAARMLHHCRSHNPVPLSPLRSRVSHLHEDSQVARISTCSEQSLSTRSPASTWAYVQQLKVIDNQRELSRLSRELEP
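Normalized to 6.5 mM cAMP, activity reflects EPAC1-catalysed release of BODIPY-GDP from Rap1B, followed kinetically over 30 min at 480 nm excitation, 540 nm emission. Reaction contained 100 nM EPAC1, 250 nM Rap1B-BODIPY-GDP, 50 uM GDP.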
CCT modulator: changes cytosolic chaperonin activity; purified chaperonin ATPase assay, HTRF ADP detection, 30 min; activity change, % (test concentration not listed), hits read low; 360,000 tested, 0.3% active; in the data active = activity change below about -30%; also: % is scaled to controls: 0 for no effect and ±100 for the full control effect
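TRiC at 40 or 20 nM final (batch-dependent) in 30 mM Tris pH 7.4, 100 mM KCl, 5 mM MgCl2, 1 mM DTT, with compound at single 76 uM and 10 uM ATP, 30 min at 37 deg C. ADP detected by HTRF Transcreener, 665/615 ratio.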
PI5P4Ka inh: inhibitors of human PI5P4K alpha | P48426 | PI5P4Kalpha enzyme, ADP-Glo luminescence, 60 min; active compounds read low | max response, % | 330,000 tested, 1.2% active | AID 652105; active = max response of -50% or lower; inconclusive = between -30% and -50%; inactive = -30% or higher; also: value at the top dose of about 77 µM; % is scaled to controls: 0 for no effect and ±100 for the full control effect
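Enzyme plus substrate dispensed, test compounds pinned in, then ATP (5 microM final) added. After 60 min at RT, ADP-Glo reagent 1 for 45 min and reagent 2 for 30 min preceded luminescence imaging.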
EPAC2 ag: activates human EPAC2 exchange factor; EPAC2 activation, biochemical qHTS; response scale: 100% = 6.5 mM cAMP response; AID 720711; 360,000 tested, 0.079% active; Q8WZA2; Potency, µM (doses to about 154 µM), without a hit: top-dose activation, most hits filed as activators; also: potency is read from the fitted curve at half-maximal effect; nearly all actives have a fitted effect of over 50% in size
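EPAC2 (100 nM) mixed with Rap1B loaded with BODIPY-GDP (250 nM) plus 50 uM unlabeled GDP; compounds pinned in, 5 min RT, then read every 5 min for 30 min (ex 480, em 540 nm). Normalized to cAMP control.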
IL2 activator: IL-2 activation | 360,000 tested, 0.065% active | IL-2 activation reporter assay, cell-based qHTS; stimulated with anti-CD3/CD4/CD28 beads; in transgenic mouse T cells | activation, % (series mostly up to about 46 µM); in the data active = activation above about 50%; inconclusive = mostly about 30% to 49%; also: 0% is about no effect
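Unstimulated transgenic mouse T cells, 750 per well, received compound and, after 60 minutes, anti-CD3/anti-CD4 bead plus anti-CD28 stimulation. EGFP and DsRed were quantified after 18 hours.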
PLK1 PBD block: blocks phosphopeptide binding to human PLK1 polo-box domain. P53350. Potency, µM, for inactives: max response, negative = inhibition, actives largely listed as inhibitors. 360,000 tested, 2.8% active. Plk1 PBD binding of FITC phosphopeptide, fluorescence polarization; also: potency is read from the fitted curve at half-maximal effect; series mostly up to about 57 µM; % is scaled to controls: 0 for no effect and ±100 for the full control effect; nearly all actives have a fitted effect of over 65% in size
WRN helicase inh: WRN helicase (human) inhibition. Q14191. WRN helicase unwinding, fluorescent forked duplex, kinetic. Potency, µM (highest dose often 114 µM), without a hit: at the highest dose activity change, negative = inhibition, usual class: inhibitors. 360,000 tested, 0.46% active; also: potency is read from the fitted curve at half-maximal effect; % is scaled to controls: 0 for no effect and ±100 for the full control effect; nearly all actives have a fitted effect of over 55% in size
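Kinetic fluorescence helicase assay: unwinding of a quenched forked DNA duplex (100 nM final) with 2 mM ATP final raises red fluorescence (525/598 nm). Compounds sat 15 min at room temperature with 20 nM WRN beforehand.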
EPAC1 antagonist: EPAC1 (human) antagonism. EPAC1 GEF assay, Rap1b-BODIPY-GDP exchange fluorescence. AID 720709. 360,000 tested, 0.14% active. Potency, µM (highest dose often 115 µM), inactives show at the highest dose activity change, negative = inhibition, hits mostly inhibitors;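 also: potency is read from the fitted curve at half-maximal effect; plate controls were vehicle for no effect and positive control for full effect; nearly all actives have a fitted effect of over 50% in size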
* hit, by the source's call; ? = inconclusive; / = not tested or not shown; [ ] = dose if it differs, or a comment. Unless noted, calls follow the shape of the dose curve; as a rule, active = well fitted curve in the direction sought with a large enough effect; inconclusive = small, poorly fitted or top-dose-only effect, or another doubt; inactive = no such curve, though single readings can be large; an effect the other way counts as inactive or inconclusive. An excerpt. The share of hits here may be higher or lower than overall.

Compound | EPAC1 antagonist | EPAC2 ag | PLK1 PBD block | IL2 activator | CCT modulator | EPAC1 agonist | PI5P4Ka inh | WRN helicase inh
COc1ccc(C(=O)Oc2ccc(-c3nnco3)cc2)cc1S(=O)(=O)N1CCOCC1 | 8% | -2% | -4% | -3.4 | 0.7 | -2% | -3 | -5%
NC(Cc1ccccc1)c1csc(Nc2ccc(C(=O)NCCCO)cn2)n1 (stereo not given) | -5% | 10% | -8% | -0.1 | -0.8 | -4% | -2 | 7%
COC(=O)C[C@@H]1CC[C@H](NS(=O)(=O)c2cccc(F)c2)[C@@H](CO)O1 | 8% | 7% | -11% | 1.0 | / | 2% | 0 | 2%
COC(=O)c1cc(OC)c(OC)cc1NC(=S)N1CCOCC1 | -3% | 17% | -13% | -4.6 | -4.2 | 11% | 4 | -1%
C/C(=N\NC(=O)C(O)c1ccccc1)c1ccc(Br)s1 (stereo not given) | -18% | 7% | -13% | 1.7 | 0.0 | 5% | 0 | 2%
Cn1c(=O)[nH]c(=O)c2c1nc(NCc1ccco1)n2Cc1ccccc1Cl | -19% | 5% | -12% | 0.9 | 2.2 | 8% | 1 | 6%
Clc1ccc2nc(C3CCCCC3)c(Cc3ccsc3)n2c1 | 9% | 11% | -2% | -0.6 | -0.2 | -12% | -7 | -5%
COc1ccc(-n2c(C)c([N+](=O)[O-])c3ccc(O)c(CN(C)C)c32)cc1 | -20% | 13% | -2% | -0.4 | -0.1 | 7% | -2 | 1%
O=C(NNC(=O)c1ccc2c(=O)n3c(nc2c1)CCC3)c1ccc(F)cc1 | -10% | -2% | -2% | -0.5 | -4.5 | -2% | 8 | -7%
CCN(CC)S(=O)(=O)c1ccc(O)c(NC(=O)COc2ccc(S(=O)(=O)N3CCOCC3)cc2)c1 | 9% | -9% | 24µM* | -3.1 | -1.3 | 2% | -27 | -26%
NC(=O)c1cccc2c1C(=O)N(C1CCCCC1)C2 | 4% | 18% | -29% | 2.2 | -2.4 | -3% | -27 | -12%[57.1 µM]
C/C(=N\Nc1cccc2cccnc12)c1ccccn1 | -12% | 19% | -7% | -0.7 | -1.0 | 10% | -1 | -4%
NC(=O)c1c(NC(=O)COC(=O)CSc2nnc(-c3ccc(Cl)cc3)o2)sc2c1CCC2 | 12% | 6% | -18% | 1.8 | 0.7 | 3% | ? | -22%
CCCCCc1c(-c2ccccc2)ncn1CCc1ccccc1OC | -18% | 20% | -3% | -0.7 | -1.4 | -7% | -7 | -4%
COc1ccc(-c2c(C)n([O-])c3c([n+]2=O)CCC3)cc1OC | 10% | 4% | -3% | 3.7 | -2.5 | -2% | 0 | 3%
CC(=O)c1cnc(-c2cccc(Cl)c2)s1 | 0% | -2% | 1% | 0.6 | 0.4 | 3% | 0 | 8%

Some values from above:
NC(=O)c1c(NC(=O)COC(=O)CSc2nnc(-c3ccc(Cl)cc3)o2)sc2c1CCC2 in EPAC1 agonist is entered as 3%
C/C(=N\Nc1cccc2cccnc12)c1ccccn1 in EPAC2 ag is entered as 19%
CCN(CC)S(=O)(=O)c1ccc(O)c(NC(=O)COc2ccc(S(=O)(=O)N3CCOCC3)cc2)c1 in EPAC1 agonist is entered as 2%

Compound profiles, from the list above. Values in the order: EPAC1 antagonist	EPAC2 ag	PLK1 PBD block	IL2 activator	CCT modulator	EPAC1 agonist	PI5P4Ka inh	WRN helicase inh
`NC(=O)c1c(NC(=O)COC(=O)CSc2nnc(-c3ccc(Cl)cc3)o2)sc2c1CCC2` in the list: 12%	6%	-18%	1.8	0.7	3%	?	-22%
`COC(=O)c1cc(OC)c(OC)cc1NC(=S)N1CCOCC1` in the list: -3%	17%	-13%	-4.6	-4.2	11%	4	-1%

New compounds follow:
Compound | EPAC1 antagonist | EPAC2 ag | PLK1 PBD block | IL2 activator | CCT modulator | EPAC1 agonist | PI5P4Ka inh | WRN helicase inh
CC(C)C[C@@H]1NC(=O)[C@H](Cc2ccc(O)cc2)NC(=O)c2cc([N+](=O)[O-])cc(I)c2NCCC[C@@H](C(N)=O)NC1=O | -13% | -2% | -13% | 0.0 | -3.5 | -16% | -1 | -8%
CCNc1ccc(S(=O)(=O)C(F)(F)F)cc1NC(=O)C12CCC(CC1)C2 | 23% | -3% | 0% | 0.3 | 3.8 | -9% | / | 0%
Cc1cc(Nc2ccccc2)nn1C(=O)c1ccc([N+](=O)[O-])cc1 | -8% | 9% | -4% | 0.6 | -2.4 | 15% | 10 | -9%
COC(=O)c1ccc(N=C2SCC(=O)N2C)cc1 | -6% | 9% | -3% | -0.3 | -2.1 | 9% | -1 | -4%[57.1 µM]
O=C(c1cccs1)N1C[C@H](n2cc(C3CC3)nn2)[C@@H](O)C[C@@H]1c1ccc(Cl)cc1 | 7% | 6% | -8% | -1.8 | 1.7 | 14% | -1 | 2%
CCN(CC)C(=O)CNC(=S)N(CCCN1CCOCC1)Cc1cccs1 | -10% | 9% | -1% | -1.7 | -6.3 | 4% | 2 | 0%
Cc1cc(=O)oc2c(C)c(OCC(=O)NCCCn3ccnc3)ccc12 | 9% | 2% | -3% | -2.3 | 1.1 | -5% | 10 | 1%
CN(Cc1ccccc1)C(=O)c1cccc(NC(=O)Cc2ccc(NC(=O)C3CCCN(C(=O)CCc4ccccc4)C3)cc2)c1 (stereo not given) | -6% | 4% | 8% | -0.4 | -0.6 | 12% | 7 | -2%

Part of the list above in order of count of non-hydrogen atoms, low to high.
Compound | EPAC1 antagonist | EPAC2 ag | PLK1 PBD block | IL2 activator | CCT modulator | EPAC1 agonist | PI5P4Ka inh | WRN helicase inh
COC(=O)c1ccc(N=C2SCC(=O)N2C)cc1 | -6% | 9% | -3% | -0.3 | -2.1 | 9% | -1 | -4%[57.1 µM]
O=C(c1cccs1)N1C[C@H](n2cc(C3CC3)nn2)[C@@H](O)C[C@@H]1c1ccc(Cl)cc1 | 7% | 6% | -8% | -1.8 | 1.7 | 14% | -1 | 2%
CN(Cc1ccccc1)C(=O)c1cccc(NC(=O)Cc2ccc(NC(=O)C3CCCN(C(=O)CCc4ccccc4)C3)cc2)c1 (stereo not given) | -6% | 4% | 8% | -0.4 | -0.6 | 12% | 7 | -2%

Following part.
Compound | EPAC1 antagonist | EPAC2 ag | PLK1 PBD block | IL2 activator | CCT modulator | EPAC1 agonist | PI5P4Ka inh | WRN helicase inh
O=C(CN1CCOCC1)NNC(=S)Nc1ccc(Cl)cc1 | -5% | 3% | 0% | -1.1 | -3.7 | 4% | -4 | 4%
CCCCn1c(SCc2ccccn2)nc2c1c(=O)n(C)c(=O)n2C | -28% | -4% | -6% | -0.8 | -2.3 | 0% | 2 | 3%
O=C(c1nc2ccccc2[nH]1)c1ccccc1[N+](=O)[O-] | 5% | 9% | -13% | -0.2 | -1.0 | 12% | 2 | 4%
CCN(CC)c1ccc(/C=N/NC(=O)C2CC2)cc1 | -7% | 4% | -8% | -3.0 | -3.5 | 6% | 3 | 9%
Cc1nc(Nc2ccccc2)sc1C(=O)c1ccccc1 | -5% | 18% | 1% | -2.2 | -1.5 | -1% | 1 | -6%
COc1ccccc1-c1ccc(/C=C2/C=C(CC(C)C)OC2=O)o1 | -19% | 14% | -18% | -1.5 | -1.1 | 5% | -1 | -25%
N#Cc1ccccc1Cn1cc(C#N)c2ccccc21 | -27% | -12% | -14% | -0.3 | -2.2 | 7% | 9 | -7%
CC(=O)c1c(C)[nH]c(C(=O)CSc2nnc(-c3ccccc3)n2Cc2ccc3c(c2)OCO3)c1C | -15% | -16% | -15% | -1.4 | -1.6 | 6% | 5 | -34%[57.1 µM]
COc1cc(CCC(=O)Oc2ccc(C(C)=O)cc2)cc(OC)c1OC | 18% | 8% | -2% | 0.4 | 2.9 | -1% | 1 | -2%
CC(c1ccccc1)C1CC(=O)N(C2CCCCC2)C1=O (stereo not given) | 2% | 9% | 2% | 1.1 | 0.6 | 1% | 2 | -1%
CCCc1cc(=O)n2[nH]cc(-c3ccc(Cl)cc3)c2n1 | -7% | -2% | ? | -0.9 | -5.5 | -16% | -1 | -1%
FC(F)(F)c1cccc(OCc2noc(-c3ccsc3)n2)c1 | -4% | 9% | -15% | 2.3 | 0.4 | 9% | 16 | 8%
COC(=O)c1ccccc1NC(=O)CSc1nnc(-c2ccncc2)o1 | 6% | -7% | -29% | 0.4 | 0.1 | 3% | 0 | 8%
Cc1nc(SCc2nc3ccccc3[nH]2)c2oc3cc(Br)ccc3c2n1 | -2% | 8% | / | -2.4 | / | 15% | / | /
O=C(O)C1(S(=O)(=O)CCC(F)=C(F)F)CC1 | -7% | 10% | -13% | 0.5 | -6.8 | 13% | 3 | 3%
O=C(Nc1ccc(F)c(Cl)c1)C1CC(=O)n2c(nc3ccccc32)N1 (stereo not given) | 2% | 4% | -11% | -0.1 | -1.4 | 16% | 4 | 8%
O=C1c2cccc3cccc(c23)C(=O)N1OS(=O)(=O)c1ccc(Br)cc1 | 1% | 6% | -6% | 2.6 | -0.4 | 8% | -2 | 8%[11.6 µM]
CCCCNC(=O)C(NC(=O)Cc1cc(C(F)(F)F)cc(C(F)(F)F)c1)C(=O)c1ccccc1 (stereo not given) | -23% | -14% | -16% | -0.4 | / | -8% | 8 | -2%
CCC(=O)N1CCc2cc(Br)cc(S(=O)(=O)CCC(=O)NCCc3ccccc3)c21 | 1% | -4% | -9% | -0.3 | -1.3 | -2% | / | 4%
Cc1cc2cc(CNC(=O)c3cccc([N+](=O)[O-])c3)ccc2[nH]1 | 18% | 4% | -8% | -3.5 | 0.9 | -13% | -16 | 4%
CCN(CC)C1CCN(C(=O)c2cc(COc3ccc(F)cc3Cl)on2)C1 (stereo not given) | 10% | -6% | 4% | -0.2 | -0.2 | 9% | -5 | 3%
CCN(C(=O)CSc1nc(C)nc2sc(C)c(C)c12)c1ccc(F)cc1 | 0% | 1% | -11% | -0.4 | 0.1 | 3% | -2 | -5%
COc1cc(/C=N/n2cnnc2)ccc1OCCOc1ccccc1 | 15% | 21% | -3% | -0.1 | -3.0 | 5% | -5 | -2%
O=C(O)CCN1C(=O)C2C3C=CC(C2C1=O)C1C(=O)N(CCC(=O)O)C(=O)C31 (stereo not given) | -22% | 5% | -9% | -0.8 | -5.7 | -1% | -3 | 5%
CCOc1nc(-c2ccccc2)ccc1-c1noc(-c2cccs2)n1 | -1% | -3% | 1% | 2.4 | 0.9 | -1% | / | -1%
O=C1OC(N2CCN(C/C=C/c3ccccc3)CC2)c2ccccc21 (stereo not given) | 7% | 8% | -5% | -3.5 | -1.9 | -9% | 2 | 12%
Cc1sc2ncnc(N3CCC(C(=O)NNC(=O)c4ccc(F)cc4)CC3)c2c1C | 2% | 13% | -10% | -5.8 | 1.6 | -9% | -10 | -7%

Screening data (PubChem)
